AID inh – activation induced cytidine deaminase inhibition. Q9GZX7. AID deamination FRET fluorescence, UDG-coupled, 4 h. Potency, µM (doses to about 115 µM), for the others: top-dose activity change, negative = inhibition, actives largely listed as inhibitors. 91,000 tested, 0.32% active. AID 1347428; further: nearly all actives have a fitted effect of over 25% in size
Target sequence (Q9GZX7 whole entry, looked up): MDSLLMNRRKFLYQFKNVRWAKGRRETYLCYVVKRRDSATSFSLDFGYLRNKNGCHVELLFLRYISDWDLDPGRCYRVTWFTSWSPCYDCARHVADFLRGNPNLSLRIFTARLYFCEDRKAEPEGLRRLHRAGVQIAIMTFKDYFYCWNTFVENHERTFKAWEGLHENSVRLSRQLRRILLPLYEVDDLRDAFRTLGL
UDG counter – UDG inhibition counter-screen. FRET deamination/UDG coupled assay, UDG read, 4 h. AID 1347430. 91,000 tested, 0.14% active. Potency, µM (doses to about 115 µM), inactives show top-dose activity change, negative = inhibition, most hits filed as inhibitors; further: nearly all actives have a fitted effect of over 65% in size
An asterisk follows results filed as active; [ ] = remark or other dose. The call rests on the fitted dose curve; in most records, active means well fitted curve in the direction sought with a large enough effect; inconclusive means small, poorly fitted or top-dose-only effect, or another doubt; inactive means no such curve, though single readings can be large; an effect the other way counts as inactive or inconclusive. On the % scale 0 is the no-effect control and ±100 the full control effect; potency means the concentration at half of the fitted maximal effect. Only part of the results is shown (hit frequency here may not be typical).

Preview (three entries):
Results for COc1ccccc1-n1c(=O)n(Cc2cccc(Cl)c2)c(=O)c2cccnc21 ?
AID inh: -6%; UDG counter: -4%

What do the screens show for `CCOC(=O)CSc1nc2cc3c(cc2c(=O)n1CCCC(=O)NCCc1ccc(OC)c(OC)c1)OCO3`?
AID inh: 3%; UDG counter: 3%

How did CCC(C)NC(=O)C1=CC(c2cccc(OC)c2)=NS(=O)(=O)N1C (centres undefined) do in these assays?
AID inh: 4%; UDG counter: 2%

The listing (from the top)
Results for COc1ccccc1-n1c(=O)n(Cc2cccc(Cl)c2)c(=O)c2cccnc21 ?
AID inh: -6%; UDG counter: -4%

What do the screens show for `CCOC(=O)CSc1nc2cc3c(cc2c(=O)n1CCCC(=O)NCCc1ccc(OC)c(OC)c1)OCO3`?
AID inh: 3%; UDG counter: 3%

How did CCC(C)NC(=O)C1=CC(c2cccc(OC)c2)=NS(=O)(=O)N1C (centres undefined) do in these assays?
AID inh: 4%; UDG counter: 2%

Results for CN(Cc1ccc(C(=O)NC2CC2)cc1)C(=O)/C=C/c1cccc(C(F)(F)F)c1 ?
AID inh: -1%; UDG counter: 2%

Results for Cc1ccccc1CSCC(=O)Nc1sccc1C#N ?
AID inh: 3%; UDG counter: 3%

What do the screens show for `CC(Oc1ccc(Cl)c(Cl)c1)C(=O)NN` (centres undefined)?
AID inh: -4%; UDG counter: -9%

What do the screens show for `COc1ccc(Cl)cc1NC(=O)c1ncoc1-c1ccc(OC)c(OC)c1`?
AID inh: 5%; UDG counter: -10%

Results for COc1ccccc1CNC(=O)CSc1nc(=O)[nH]c2c1CCCC2 ?
AID inh: 9%; UDG counter: -2%

How did CCN1CCN(c2nc3c(c(=O)[nH]c(=O)n3C)n2Cc2c(Cl)cccc2Cl)CC1 do in these assays?
AID inh: -5%; UDG counter: -1%

Results for CCc1cccc(NC(=O)CCc2c(C)nc3c(-c4ccccc4)c(C)nn3c2C)c1 ?
AID inh: inconclusive; UDG counter: -8%

How did Cn1cc(S(=O)(=O)c2cccc(Cl)c2)c(=O)c2cc(F)c(N3CCCCCC3)cc21 do in these assays?
AID inh: 4%; UDG counter: 0%

What do the screens show for `Cc1oc2ncnc(N3CCOCC3)c2c1C(=O)N(Cc1ccccc1)C(C)C`?
AID inh: -7%; UDG counter: 3%

What do the screens show for `COC(=O)c1sc(NC(=O)c2cc3nc(-c4ccc(Br)cc4)cc(C(F)(F)F)n3n2)c(C(=O)OC)c1C`?
AID inh: -10%; UDG counter: -10%

What do the screens show for `O=C(O)C12CCCC(C(=O)O)(CCC1)C2`?
AID inh: 8%; UDG counter: 12%

Results for COc1cc(N2CC(C(=O)Nc3c(C)nn(C)c3C)CC2=O)cc(OC)c1OC (centres undefined) ?
AID inh: 5%; UDG counter: 0%

How did Cc1ccc2nc(C)c(C(=O)N3CCN(S(=O)(=O)c4cccc(F)c4)CC3)cc2c1 do in these assays?
AID inh: 9%; UDG counter: -2%

What do the screens show for `Cc1ccc(NC(NC(=O)c2ccc(Cl)cc2)C(Cl)(Cl)Cl)cc1` (centres undefined)?
AID inh: -12%; UDG counter: -9%

How did Cc1cc(C)cc(NC(=O)CSCc2cc(=O)c3cc(Cl)ccc3[nH]2)c1 do in these assays?
AID inh: -17%; UDG counter: 5%[57.5 µM]

What do the screens show for `CCN(Cc1ccccc1)C(=O)c1cnn(-c2ccc(F)cc2)c1-n1cccc1`?
AID inh: -26%; UDG counter: -11%

What do the screens show for `CCCc1cc(=O)[nH]c(SCC(=O)N2CCN(S(=O)(=O)c3ccc(C)c(C)c3)CC2)n1`?
AID inh: 0%; UDG counter: -2%

What do the screens show for `CCOc1ccc(CNS(=O)(=O)c2cc(-c3cc(C)no3)ccc2C)cc1OC`?
AID inh: 3%; UDG counter: -13%

How did Cc1cn(S(=O)(=O)c2ccc(F)c(Cl)c2)cn1 do in these assays?
AID inh: -2%; UDG counter: -3%

What do the screens show for `Cc1ccc(C)c(NC(=O)CSc2nnc(CNC(=O)c3ccccc3)n2-c2ccccc2)c1`?
AID inh: -16%; UDG counter: -8%

What do the screens show for `Cc1ccc(N(Cc2cccs2)C(=O)c2ccco2)cc1`?
AID inh: inconclusive; UDG counter: 3%

What do the screens show for `CC(=O)Nc1nc2ccc(CCC(=O)N3CCN(c4cccc(Cl)c4)CC3)cc2s1`?
AID inh: -7%; UDG counter: -5%

How did CCOC(=O)c1cccc(NS(=O)(=O)c2cc3[nH]c(=O)c(=O)[nH]c3cc2C)c1 do in these assays?
AID inh: -22%; UDG counter: -1%[57.5 µM]

Results for O=C1CCCC2=C1C(c1ccc(O)c(Cl)c1)C1=C(CCCC1=O)O2 ?
AID inh: -4%; UDG counter: -8%

How did COc1ccc(CCNC(=O)c2nccnc2N)cc1 do in these assays?
AID inh: -5%; UDG counter: -1%

Results for Cc1cc2n(n1)CCCN2C(=O)Nc1ccc(Cl)cc1 ?
AID inh: 2%; UDG counter: -5%

Results for Cc1ccccc1OCC(=O)Nc1ccc2nc(SCC(N)=O)sc2c1 ?
AID inh: 28%; UDG counter: 7%

How did CCC1CCCCN1CCCNC(=O)c1c(O)nc2ccccn2c1=O (centres undefined) do in these assays?
AID inh: 5%; UDG counter: -3%

Results for CCN(C(=O)C(C)S(=O)(=O)Cc1cccc(Cl)c1)c1ccccc1 (centres undefined) ?
AID inh: -1%; UDG counter: 6%

How did CC1COCCN1Cc1ccccc1C#N (centres undefined) do in these assays?
AID inh: 8%; UDG counter: -4%

Results for Cc1cc(C(=O)OCC(=O)c2cccc([N+](=O)[O-])c2)c2ccccc2n1 ?
AID inh: 4%; UDG counter: 4%

Results for CCN1CCc2c(sc(-n3cccc3)c2C(C)NC(=O)Nc2ccccc2C)C1 (centres undefined) ?
AID inh: 49%[activator]; UDG counter: -1%

How did CCOC(=O)C1CCCN(C(=O)Cn2ncc3c([nH]c4ccc(C)cc43)c2=O)C1 (centres undefined) do in these assays?
AID inh: -16%; UDG counter: 23%

How did CC(C)CNC(=O)C(C)SCc1ccccc1 (centres undefined) do in these assays?
AID inh: 3%; UDG counter: -2%

Results for Cc1ccc(Cn2c(SCC(=O)C(C)(C)C)nc3ccsc3c2=O)cc1 ?
AID inh: inconclusive; UDG counter: -16%

Results for CN(C(=O)CSc1nnc(-c2cccnc2)o1)C1(c2ccccc2Cl)CCCCC1=O (centres undefined) ?
AID inh: 3%; UDG counter: 4%

What do the screens show for `CC(=O)N1CCN(c2nc(C)c3c(c2C#N)CCCC3)CC1`?
AID inh: 1%; UDG counter: -4%

Molecules above with fluorine:
Results for CN(Cc1ccc(C(=O)NC2CC2)cc1)C(=O)/C=C/c1cccc(C(F)(F)F)c1 ?
AID inh: -1%; UDG counter: 2%

How did Cn1cc(S(=O)(=O)c2cccc(Cl)c2)c(=O)c2cc(F)c(N3CCCCCC3)cc21 do in these assays?
AID inh: 4%; UDG counter: 0%

What do the screens show for `COC(=O)c1sc(NC(=O)c2cc3nc(-c4ccc(Br)cc4)cc(C(F)(F)F)n3n2)c(C(=O)OC)c1C`?
AID inh: -10%; UDG counter: -10%

How did Cc1ccc2nc(C)c(C(=O)N3CCN(S(=O)(=O)c4cccc(F)c4)CC3)cc2c1 do in these assays?
AID inh: 9%; UDG counter: -2%

What do the screens show for `CCN(Cc1ccccc1)C(=O)c1cnn(-c2ccc(F)cc2)c1-n1cccc1`?
AID inh: -26%; UDG counter: -11%

How did Cc1cn(S(=O)(=O)c2ccc(F)c(Cl)c2)cn1 do in these assays?
AID inh: -2%; UDG counter: -3%

The list continues:
Results for CCn1cc(C(=O)NCc2ccccc2Cl)c(=O)c2cc(S(=O)(=O)N3CCc4ccccc4C3)ccc21 ?
AID inh: -24%; UDG counter: -12%

How did COc1ccc(OC)c(/C=C(/C#N)c2nc(-c3ccc(-c4ccccc4)cc3)cs2)c1 do in these assays?
AID inh: 5%; UDG counter: -5%

Results for CCOC(=O)c1c(-c2ccc(OC)c(OC)c2)csc1NC(=O)CNC(C)(C)CC ?
AID inh: -19%; UDG counter: -8%

Results for Cc1ccccc1Nc1c(-c2ccc(N3CCOCC3)cc2)nc2ncccn12 ?
AID inh: -7%; UDG counter: -9%

Results for O=C(/C=C/c1ccc(O)cc1)c1ccc(-c2cccs2)cc1 ?
AID inh: 7%; UDG counter: 6%

Results for CN(Cc1ccccc1)c1ccc(-c2nc(-c3cccnc3)no2)cc1[N+](=O)[O-] ?
AID inh: 14%; UDG counter: -1%

What do the screens show for `CC1CCCN(C(=O)C2CCN(Cc3ccc(C(F)(F)F)cc3)CC2)C1` (centres undefined)?
AID inh: -10%; UDG counter: -13%

How did CCOC(=O)c1cc2c(=O)n3ccccc3nc2n(Cc2ccco2)c1=NC(=O)c1ccc(Br)cc1 do in these assays?
AID inh: 13%; UDG counter: 1%

How did C=CCNC(=O)NC(=O)CN(CC)Cc1cccs1 do in these assays?
AID inh: 2%; UDG counter: 8%

What do the screens show for `CCc1ccccc1NC(=O)Nc1nnc(N2CCCC2)s1`?
AID inh: 5%; UDG counter: 6%

Results for COc1ccc(-c2cc(C(F)(F)F)n3nc(C)c(-c4ccccc4)c3n2)cc1OC ?
AID inh: 30%[activator]; UDG counter: 5%

What do the screens show for `Cc1cc(Cl)ccc1OCC(=O)NC1CCN(C2CC2)CC1`?
AID inh: -6%; UDG counter: -7%

How did CC(C)n1c(=O)c2oc3ccccc3c2n(Cc2ccccc2F)c1=O do in these assays?
AID inh: 19%; UDG counter: 7%

What do the screens show for `CC(=O)NN1C(=O)c2ccccc2NC1c1ccco1` (centres undefined)?
AID inh: -2%; UDG counter: 2%

Results for Cc1ccc(C2CC(c3ccccc3)=NN2S(C)(=O)=O)cc1 (centres undefined) ?
AID inh: -3%; UDG counter: -1%

What do the screens show for `O=C(Cc1ccc(F)cc1)N(Cc1ccco1)C1CC1`?
AID inh: 0%; UDG counter: -5%

What do the screens show for `CC(=O)N1CCCc2cc(S(=O)(=O)N3CCC(C(=O)N(C)C4CCCCC4)CC3)ccc21`?
AID inh: inconclusive; UDG counter: 13%

Results for COc1ccc(C)cc1NS(=O)(=O)c1ccc2oc(=O)c3ncn(C)c3c2c1 ?
AID inh: 8%; UDG counter: 0%

Results for COc1ccc(-c2c(C#N)c(SCC(=O)Nc3ccc(C)c(C)c3)nc(C)c2C(=O)Nc2ccc(Cl)cc2)cc1 ?
AID inh: inconclusive; UDG counter: inconclusive

What do the screens show for `Cc1ccccc1/C=N/O`?
AID inh: -1%; UDG counter: 1%

Results for CCc1ccc(C(=O)c2cn(CC(=O)NCCc3ccc(OC)c(OC)c3)c3nc(C)ccc3c2=O)cc1 ?
AID inh: -1%; UDG counter: 16%

What do the screens show for `c1cc(C2CC2)[nH]n1`?
AID inh: 8%; UDG counter: 3%

What do the screens show for `CC(=O)OC(C(N)=O)C(OC(C)=O)C(N)=O` (centres undefined)?
AID inh: -14%; UDG counter: -17%

What do the screens show for `CC(C)Oc1ccc(C(=O)Nc2ccc(C(F)(F)F)oc2=O)cc1`?
AID inh: 4%; UDG counter: 5%

Results for COc1ccc(-c2nc(Cn3c(=O)cc(-c4ccccc4)c4c(C)nn(C)c43)c(C)o2)cc1OC ?
AID inh: -3%; UDG counter: -3%

What do the screens show for `CCCCOc1ccc(NC(=O)c2cccc(C)c2)c2cccnc12`?
AID inh: 0%; UDG counter: -3%

Results for COc1ccc(C(=O)Nc2nc3n(n2)C(c2ccccc2)C=C(c2ccccc2)N3)cc1 (centres undefined) ?
AID inh: -10%; UDG counter: 2%

How did CC(=O)c1ccc(S(=O)(=O)N2CCCC2c2cccn2C)cc1 (centres undefined) do in these assays?
AID inh: 15%; UDG counter: 1%

What do the screens show for `Cc1nc2cccnc2n1-c1cccc(C(=O)N2CCN(c3ccc(Cl)cc3)CC2)c1`?
AID inh: -11%; UDG counter: 6%

What do the screens show for `CCCOc1ccc(NC(=O)CC2C(=O)N(c3cccc(C)c3)C(=O)N2CCc2ccncc2)cc1` (centres undefined)?
AID inh: 7%; UDG counter: -1%[57.5 µM]

Results for COc1ccc(CNC(=O)c2ccc(NC(=O)N3CCSc4ncccc43)cc2)cc1OC ?
AID inh: 8%; UDG counter: -23%

Results for COc1ccc(NC(=O)c2oc3ccccc3c2NC(=O)C23CC4CC(CC(C4)C2)C3)cc1 ?
AID inh: inconclusive; UDG counter: -16%

Results for CC1(C)CC(=O)c2cc(-c3nc(-c4ccc(Cl)cc4)cs3)c(=O)[nH]c2C1 ?
AID inh: 8%; UDG counter: 1%

At a glance, part of the list above:
What do the screens show for `Cc1nc2cccnc2n1-c1cccc(C(=O)N2CCN(c3ccc(Cl)cc3)CC2)c1`?
AID inh: -11%; UDG counter: 6%

What do the screens show for `CCCOc1ccc(NC(=O)CC2C(=O)N(c3cccc(C)c3)C(=O)N2CCc2ccncc2)cc1` (centres undefined)?
AID inh: 7%; UDG counter: -1%[57.5 µM]

Results for COc1ccc(CNC(=O)c2ccc(NC(=O)N3CCSc4ncccc43)cc2)cc1OC ?
AID inh: 8%; UDG counter: -23%

Results for COc1ccc(NC(=O)c2oc3ccccc3c2NC(=O)C23CC4CC(CC(C4)C2)C3)cc1 ?
AID inh: inconclusive; UDG counter: -16%

Results for CC1(C)CC(=O)c2cc(-c3nc(-c4ccc(Cl)cc4)cs3)c(=O)[nH]c2C1 ?
AID inh: 8%; UDG counter: 1%
